AHR activator = AHR activators, primary screen, cell-based, luminescence, luciferase reporter, human. Aryl hydrocarbon receptor (Homo sapiens), P35869. AHR-responsive luciferase reporter cells. activation, % at 5 µM. 2.5% of 320,000 active. AID 2796, 2010; in the data active = activation above about 47%;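 note: 0% = vehicle wells and 100% = reference agonist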
pPAFAH FP inh = pPAFAH enzyme inhibitors, primary screen, biochemical, fluorescence polarization, human | inhibition, % at 3.39 µM | 1.5% of 330,000 active | recombinant pPAFAH, FP-rhodamine probe fluorescence polarization;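 active = inhibition above the mean inhibition across the screen plus 3 SD, cut at about 25% in these data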;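 note: inhibitors block binding of the rhodamine activity-based probe so polarization drops; 0% = enzyme with DMSO and 100% = wells lacking pPAFAH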
Target sequence (Q13093 whole entry, looked up): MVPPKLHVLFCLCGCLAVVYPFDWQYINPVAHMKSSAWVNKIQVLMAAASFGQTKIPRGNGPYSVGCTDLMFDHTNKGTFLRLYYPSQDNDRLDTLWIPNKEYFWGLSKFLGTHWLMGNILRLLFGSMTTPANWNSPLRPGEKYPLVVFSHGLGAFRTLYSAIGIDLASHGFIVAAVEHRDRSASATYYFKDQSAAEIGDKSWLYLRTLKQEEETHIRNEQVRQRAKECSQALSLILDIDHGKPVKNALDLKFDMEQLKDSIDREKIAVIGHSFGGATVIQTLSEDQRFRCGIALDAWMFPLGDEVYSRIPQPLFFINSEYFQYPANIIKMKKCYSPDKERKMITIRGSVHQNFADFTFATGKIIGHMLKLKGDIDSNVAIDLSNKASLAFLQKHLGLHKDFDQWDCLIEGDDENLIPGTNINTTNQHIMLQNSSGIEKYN
MEX-5 binding = MEX-5 zinc finger RNA-binding disruptors – biochemical, C. elegans, fluorescence polarization, MLPCN library, primary screen. Zinc finger protein mex-5 (Caenorhabditis elegans), Q9XUB2. MEX-5/FITC-TCR2 RNA binding; hits give low values. activity score (negative = inhibition of binding), % at 10 µM. 0.38% of 300,000 active. AID 1832, 2009;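 active = inhibition past about -25% in most replicates, and total fluorescence under double the plate's negative control median, limit read from the data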;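 note: 0% = DMSO and -100% = 5 µM competing unlabeled TCR2 RNA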
PAFAH1B2 inh = PAFAH1B2 enzyme inhibitors, primary screen, biochemical, fluorescence polarization, human | recombinant PAFAH1B2, FP-rhodamine activity probe | Platelet-activating factor acetylhydrolase IB subunit alpha2 (Homo sapiens), P68402 | inhibition, % at 3.39 µM | 1.2% of 340,000 active;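 active = inhibition above the mean of all tested compounds plus 3 SD, cut at about 24% in these data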;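 note: 0% = enzyme with DMSO and 100% = wells lacking PAFAH1B2; many of its hits are not listed in these tables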
PME-1 primary = PME-1 inhibitors via competitive probe labeling, primary screen, biochemical, fluorescence polarization, FP-Rh probe, HTS; Protein phosphatase methylesterase 1 (Homo sapiens), Q9Y570; recombinant PME-1; inhibition, % at 5.9 µM; 0.53% of 320,000 active; AID 2130, 2009;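 active = inhibition above the campaign mean of all compounds plus 3 SD, cut at about 26% in these data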;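 note: competitive labeling of PME-1 active site by serine hydrolase directed probe; 0% = PME-1 with DMSO and 100% = wells lacking PME-1 enzyme; inhibitors block probe labeling so polarization falls and inhibition rises; many of its hits are not listed in these tables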
Bcl-xL primary = inhibitors of human Bcl-xL, primary screen, biochemical, fluorescence polarization, HTS | Bcl-2-like protein 1 (Homo sapiens), Q07817 | GST-Bcl-xL / FITC-Bim BH3 peptide fluorescence polarization | inhibition, % at 10.9 µM | 0.7% of 320,000 active;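 active = inhibition above the mean of all tested compounds plus 3 SD, cutoff set per campaign, cut at about 30% in these data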;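 note: 0% = DMSO wells and 100% = unlabeled Bim-BH3 peptide competitor; inhibitors lower millipolarization by displacing the labeled peptide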
Fam108B counter = mouse Fam108B serine hydrolase inhibitors, primary screen, counter-screen for RBBP9 inhibitor project, biochemical, fluorescence polarization. inhibition, % at 9.51 µM. 0.33% of 300,000 active. AID 1947, 2009. recombinant Fam108B, FP-Rh probe fluorescence polarization;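 active = inhibition above the screen mean inhibition plus 3 SD, computed separately per campaign, cut at about 18% in these data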;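 note: inhibitors lower polarization as less probe binds the enzyme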
GLD-1 TGE inh = GLD-1/TGE RNA complex disruptors, primary screen, biochemical, fluorescence polarization; Female germline-specific tumor suppressor gld-1 (Caenorhabditis elegans), Q17339; purified GLD-1 + fluorescein TGE RNA; inhibition, % at 5.96 µM; 0.44% of 320,000 active; AID 2280, 2010;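 active = percent inhibition above a per-plate cutoff, the plate mean of test compounds plus 3 SD, cut at about 30% in these data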;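 note: 0% = DMSO wells with GLD-1 and probe and 100% = wells lacking GLD-1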
Target sequence (Q17339 whole entry, looked up): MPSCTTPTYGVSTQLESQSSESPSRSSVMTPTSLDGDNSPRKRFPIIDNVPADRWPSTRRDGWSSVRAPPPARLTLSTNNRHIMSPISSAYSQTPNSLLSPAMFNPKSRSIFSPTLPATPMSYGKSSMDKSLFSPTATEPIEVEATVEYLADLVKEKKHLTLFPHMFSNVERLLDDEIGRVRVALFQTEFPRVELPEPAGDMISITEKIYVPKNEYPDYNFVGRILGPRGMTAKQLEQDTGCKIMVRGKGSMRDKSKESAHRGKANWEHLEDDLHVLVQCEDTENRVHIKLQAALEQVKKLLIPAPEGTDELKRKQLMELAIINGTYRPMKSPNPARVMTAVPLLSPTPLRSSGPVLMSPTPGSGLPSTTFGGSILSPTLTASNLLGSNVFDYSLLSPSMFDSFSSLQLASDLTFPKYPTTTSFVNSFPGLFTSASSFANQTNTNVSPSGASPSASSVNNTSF
MCL1 BIM primary = inhibitors of MCL1 binding to BIM-BH3, primary screen, biochemical, fluorescence polarization. Induced myeloid leukemia cell differentiation protein Mcl-1 (Homo sapiens), Q07820. GST-MCL1 / FITC-Bim-BH3 fluorescence polarization. inhibition, % at 10.9 µM. 0.68% of 320,000 active. AID 2057, 2009;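 active = inhibition above the mean inhibition of all tested compounds plus 3 SD, set per campaign, cut at about 40% in these data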;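 note: 0% = DMSO wells and 100% = unlabeled Bim-BH3 peptide control; higher means more loss of mP so more displacement of Bim peptide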
* hit, by the source's call; / = no result given.

SMILES	AHR activator	pPAFAH FP inh	MEX-5 binding	PAFAH1B2 inh	PME-1 primary	Bcl-xL primary	Fam108B counter	GLD-1 TGE inh	MCL1 BIM primary
CN1CCc2c(sc3c2c(=O)n(-c2ccc(Cl)cc2)c2nncn32)C1	1	4	-0.4	-6	3	8	6	4	10
COc1ccc2nc(NC(=O)CSc3nc4cccnc4n3C)sc2c1	8	-1	-0.8	3	-2	10	-2	4	3
CCOC(=O)NC(C(F)(F)F)(C(F)(F)F)P(=O)(c1ccccc1)c1ccccc1	3	6	-1.7	4	0	7	5	1	7
CCCCN(CCCC)S(=O)(=O)c1ccc(C(=O)Nc2nnc(CSC)o2)cc1	2	5	0.0	1	-3	4	2	-1	10
Cc1ccc(NC(=O)COC(=O)/C=C/c2ccco2)cc1S(=O)(=O)N(C)C	1	11	3.9	0	-3	-2	0	-6	-7
Cc1ccc(-n2ncc3c(=O)[nH]c(SC(C)C)nc32)cc1	7	0	/	-1	2	2	3	-3	9
COc1ccc(CC(=O)NNC(=O)c2c(-c3ccccc3Cl)noc2C)cc1OC	0	4	-0.3	9	1	6	-1	3	2
Cc1cccc2nc(C(F)(F)F)nc(=O)n12	0	0	-1.7	3	-4	8	-4	1	-1
COC(=O)C1(Cc2ccccc2)NC(c2ccc(F)cc2)C2C(=O)N(C)C(=O)C21 (configuration not stated)	0	0	-0.1	3	-2	11	8	2	4
O=C(OCC(=O)N1CCOCC1)c1ccccc1OCc1ccccc1Cl	-1	9	/	4	/	/	/	4	/
COc1cccc(CN2CC(C(=O)N3CCOCC3)CCC2=O)c1 (configuration not stated)	3	-1	2.1	3	4	4	4	-3	8
COc1ccc(S(=O)(=O)N(C)CC(=O)Nc2ccc3c(c2)OCCO3)cc1OC	2	4	0.6	6	-3	0	0	-4	-4
COc1ccc(/C=C2/SC(=S)N(CCC(=O)N3CCN(C)CC3)C2=O)cc1	0	-6	2.3	-2	-3	1	3	-6	4
Cc1ccc(S(=O)(=O)N2CCOCC2)cc1C(=O)N1CCN(S(=O)(=O)c2cccs2)CC1	0	1	0.0	2	-3	-4	-2	4	3
CCOC(=O)CC1C(=O)NCCN1S(=O)(=O)c1ccc(F)cc1 (configuration not stated)	-1	3	3.1	-4	0	5	-3	9	5
CC1(C)NC(=O)N(CC(O)CN(c2ccccc2)S(=O)(=O)c2ccccc2[N+](=O)[O-])C1=O (configuration not stated)	3	5	3.4	-2	-5	0	0	8	-6
CCCCNc1c(-c2ccc(-c3ccc(OC)cc3)c(OC)c2)nc2ccccn12	-2	18	/	3	/	/	/	9	/
COc1ccc(C(=O)Nc2c(N)nc(SCC(=O)Nc3ccc(NC(C)=O)cc3)[nH]c2=O)cc1	0	10	-2.2	1	1	-1	-5	2	-2
COc1ccc(C(=O)Oc2c(CN3CCOCC3)cc(Cl)c3cccnc23)cc1	3	4	-2.6	-1	1	5	0	1	4
CC(=O)c1ccc(Cc2ccccc2)cc1	0	4	0.7	1	-1	0	2	-1	-1
C[C@H](CO)N1C[C@H](C)[C@@H](CN(C)C(=O)Nc2ccc3c(c2)OCO3)Oc2ccc(NC(=O)CCN3CCOCC3)cc2C1=O	2	1	/	3	/	/	/	0	/
Cc1ccc(C(=O)N2CCn3c(C)ccc3C2C)cc1 (configuration not stated)	39	10	0.6	-1	-8	43*	3	15	42*
CC1CCCC(NC(=O)c2ccncc2)C1C (configuration not stated)	4	-2	-1.6	0	-4	7	-1	8	3
O=[N+]([O-])c1cc(S(=O)(=O)N2CCOCC2)ccc1OCc1cccc(Cl)c1	-1	-5	/	3	3	-8	/	2	-5
CCO[C@@H]1OC(C(=O)N2CCN(C)CC2)=C[C@H](C(C)(C)C)[C@H]1CCCO	2	5	1.9	/	5	-1	3	1	1
O=C(NNS(=O)(=O)c1ccccc1[N+](=O)[O-])c1cccc([N+](=O)[O-])c1	18	0	-0.1	0	-4	-7	-3	-2	-5
CN(C)S(=O)(=O)c1cccc(NC(=O)COC(=O)COc2ccc(Br)cc2)c1	8	15	-2.4	2	-10	-7	-6	-2	-5
Cc1noc(C)c1C(=O)N1CCCC(N2CCN(c3cccc(C(F)(F)F)c3)CC2)C1 (configuration not stated)	2	2	0.7	0	6	3	2	-4	4
CCC(=O)c1ccc(OCC(=O)Nc2nn3cnnc3s2)cc1	5	2	-6.5	9	1	12	1	-4	12
CCOC(=O)N1CCC(NS(=O)(=O)c2cc3c(cc2Cl)NC(=O)CO3)CC1	6	1	-0.8	2	-4	-1	1	0	3
Cc1ccc(C(=O)COC(=O)C(C)N2C(=O)C3C4C=CC(C4)C3C2=O)cc1 (configuration not stated)	-3	1	0.0	6	6	6	4	13	10
COC(=O)c1ccc(NC(=O)CN2C(=O)CCC2=O)cc1	7	2	0.1	2	-5	-2	-1	4	-7
COc1cc(/C=C/c2nc3ccccc3s2)cc(OC)c1O	38	16	11	0	12	9	-1	-51	16
CCCc1nc2ccccc2c(C(=O)OCC(=O)NCc2ccco2)c1CC	2	6	0.8	5	6	0	-2	13	-4
N#Cc1c2n(c(=S)n(-c3ccc(OC(F)F)cc3)c1=O)CCCCC2	2	-6	0.7	1	-2	-2	-7	-3	-8
CCNC(=O)CCS(=O)(=O)c1ccc2ccccc2c1	-1	2	0.4	3	-7	2	0	0	5
O=C(CNC(=O)c1ccc(Cl)cc1)NNC(=O)c1ccc(Br)cc1	1	-1	/	7	/	/	/	-7	/
O=C(O)CCC(=O)NN1C(=O)c2ccccc2NC1c1ccc(F)cc1 (configuration not stated)	-1	-2	-2.1	4	-1	5	5	2	-2
Cn1c(SCC2CCCO2)nnc1-c1cccc([N+](=O)[O-])c1 (configuration not stated)	1	-1	2.8	4	1	-2	-4	1	0
O=C(NC1CCCCCCC1)c1cccs1	4	4	3.1	1	1	1	0	8	-2
CN(CC(=O)Nc1c(Cl)cccc1Cl)C(=O)CC1Sc2ccccc2NC1=O (configuration not stated)	7	4	-2.3	-1	-1	3	-3	1	0
O=C(NCC1CCCO1)/C(=C\c1ccco1)NC(=O)c1ccc(Cl)cc1 (configuration not stated)	3	2	0.8	2	-2	4	0	2	-4
CCOC(=O)C1(Cc2ccc(OC)cc2)CCN(C(=O)c2cc3ccccc3[nH]2)CC1	105*	0	-0.5	-3	8	-4	0	7	0
CCCCOc1ccc(C(=O)NCC(=O)NC2CCC(C)CC2)cc1 (configuration not stated)	1	2	2.7	0	-3	-2	-3	0	6
CCOC(=O)c1c(-n2c(C)cc(C=O)c2C)sc2c1CCCC2	-5	9	0.9	7	3	-3	1	6	-1
O=C(O)c1ccccc1C(=O)OCCCc1ccncc1	1	-2	0.6	3	2	3	-1	8	3
COc1ccc(OC)c(NC(=O)COc2coc(CN3CCCc4ccccc43)cc2=O)c1	5	8	1.7	9	-1	5	1	6	3
CCCCCCC(=O)Nc1nc(C)c(-c2csc(Nc3cc(Cl)ccc3C)n2)s1	79*	10	7.5	13	8	1	14	-3	-4
COC(=O)C1N[C@@H]([C@@H](NC(=O)COc2ccccc2)C(=O)NCc2ccccc2)SC1(C)C (some centres not stated)	7	2	2.5	6	-6	-1	-4	-1	1
Cc1ccc(/C=N\Nc2cn[nH]c(=O)c2Cl)cc1	2	1	0.3	1	-3	2	-1	-5	-2
CC(=O)NNC(=S)NCCc1ccccc1	-1	-1	-4.5	8	8	2	1	-3	2
O=C1CSc2ccc(C(=O)N3CCN(c4ccccn4)CC3)cc2N1	10	6	2.4	4	-1	0	-5	0	4
CCOC(=O)Nc1ccc(Cc2ccncc2)cc1	4	0	0.5	7	-5	-2	1	2	-5
CCN1CCN(c2ccc([N+](=O)[O-])cc2S(=O)(=O)N2CCOCC2)CC1	0	3	0.6	3	7	7	-3	1	0
CC(/C=C/c1ccco1)=N/NC(=O)C1COc2ccccc2O1 (configuration not stated)	3	3	-0.7	3	-5	7	-5	0	9
CCOc1ccc(-c2c(C(=O)N/N=C/c3ccsc3)nnn2-c2nonc2N)cc1	9	9	1.5	-1	-5	-4	-2	9	-2
COc1cc(NC(=O)CSc2cc(C)c3cc(C)cc(C)c3n2)c(C(=O)O)cc1OC	2	-1	0.1	0	3	0	0	7	2
CCc1ccccc1NC(=O)c1cc(-c2ccco2)on1	-6	13	1.8	2	2	-1	4	1	2
c1ccc(-n2c(Sc3cnccn3)nnc2-c2cccs2)cc1	0	2	-1.7	1	0	3	-3	6	3
CCOC(=O)CSc1nnc(CSc2nc3ccccc3s2)n1C	2	0	1.3	-1	-1	1	4	0	0

New compounds follow
SMILES	AHR activator	pPAFAH FP inh	MEX-5 binding	PAFAH1B2 inh	PME-1 primary	Bcl-xL primary	Fam108B counter	GLD-1 TGE inh	MCL1 BIM primary
CCOC(=O)c1c(N)n[nH]c1-c1ccc(OC)cc1	20	5	-1.8	-5	1	-3	2	5	-1
O=C(NC1CCC(O)CC1)c1cc(-c2ccc(Cl)cc2)nc2ccccc12 (configuration not stated)	3	3	/	3	2	3	/	4	7
CCc1cc(CC)c(/C=N/NC(N)=O)c(CC)c1/C=N/NC(N)=O	1	2	-2.8	4	0	-2	2	-7	1
CC1=C(C(=O)N(C)C)C(c2cccc(Cl)c2)NC(=O)N1 (configuration not stated)	0	7	-4.9	3	-5	23	-4	14	18
COc1ccc(N2C(=NC(=O)c3ccccc3)SC3CS(=O)(=O)CC32)cc1 (configuration not stated)	-1	3	2.8	5	-1	-7	-1	5	-6
COC(=O)C1=CN(C)C=C(C(=O)OC)C1c1ccc(Cl)cc1Cl	2	-3	2.1	6	-5	-1	-4	1	4
COc1ccc(C2C(C(=O)NCCN(C)C)c3cc(OC)c(OC)cc3C(=O)N2C)cc1OC (configuration not stated)	4	3	2.1	7	-3	9	6	-5	9
COc1ccc(N2C(=O)CSC2c2cccc(OC)c2OC)cc1 (configuration not stated)	0	5	2.7	3	5	1	-2	7	1
Cc1ccc(CS(=O)(=O)CCC(=O)NCCc2ccccc2)cc1	3	25*	0.9	7	-1	3	-1	-1	-1
Cn1c2c(c(O)c(-c3ccccc3)c1=O)C(=O)CC(C)(C)C2	-4	6	-1.7	2	7	1	1	5	5
CCCCN(Cc1ccco1)C(=O)c1cc2c(=O)[nH]c3ccc(C)cc3c2s1	-9	5	3.4	4	0	-7	-6	3	-6
Cc1cc(C)cc(N(CCC#N)C(=O)COC(=O)CCc2c[nH]c3ccccc23)c1	3	6	/	6	-4	-6	/	2	-9
COc1ccc(-n2nnnc2-c2cn(C)nc2C(F)(F)F)cc1	0	1	/	-3	1	3	-2	6	7
Cc1noc(C)c1CSCC(=O)Nc1ccc(Br)cc1Cl	-2	5	4.1	-5	-2	4	3	1	7

Screens (PubChem BioAssay)

Not all compounds are listed; count on the stated rates, not on these rows.
